SIRT5 inh: blocks human SIRT5 desuccinylation of peptide; Q9NXA8; Purified SirT5, succinyl-peptide AMC, trypsin-coupled fluorescence; inhibition, % at 15 µM; 330,000 tested, 1.1% active; AID 652115; in the data active means inhibition above about 15%
C2C12 statin: suppressors of simvastatin-induced myotoxicity in C2C12 myotubes; ATP luminescence, 48 h; scaled: DMSO 0, geranylgeraniol control 100; 330,000 tested, 0.78% active; rescue of ATP level, % at 7.49 µM;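 active means mean ATP rescue above about 67%, or every replicate alone reaching that limit, limit read from the data, passing the limit was not always enough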;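 further: myotubes were challenged with 10 µM simvastatin during compound exposure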
XiGFP reactiv: activators of X-chromosome reactivation in mouse fibroblasts | XiGFP mouse fibroblasts, % GFP-positive cells imaging, 3 d; cells co-treated with 5-aza-dC sensitizer; scaled so ellipticine positive control = 100% | 360,000 tested, 0.055% active | activation, % at 7.58 µM;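 active means mean normalized replicate activation at least 10% and every replicate at or above 10%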;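 further: 0% = median of on-plate neutral control wells and 100% = ellipticine 6 µM median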
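Assay system: SV40-immortalized XiGFP fibroblast cells, line 68-5-11; buffer or medium: DMEM plus 5-aza-dC sensitizer; compound: one concentration, pinned; timing: compounds 3 days, fix/stain 15 min at room temperature; benchmarks: positive control ellipticine, 6 µM final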
PGC1a acetyl inh: modulators of PGC1a acetylation; U2OS PGC1a acetylation, AlphaScreen anti-acetyl-lysine; with virally co-expressed GCN5 acetyltransferase; inhibition, % at 15.6 µM; 350,000 tested, 0.17% active;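 active means every replicate shows inhibition of at least 40%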;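 further: 0% = neutral control wells and 100% = positive control wells; some results beyond the cut were filed as inactive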
Cneo AK release: Cryptococcus neoformans lysis via adenylate kinase release | C. neoformans lysis, adenylate kinase release luminescence, 4 h; normalised: neutral wells 0, clomiphene wells 100 | lysis activity, % at 15 µM | 360,000 tested, 0.2% active | AID 651654;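 active means mean lysis activity across replicates of at least 80%, whatever share of replicates individually reach that level; inactive means mean lysis activity below 80%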
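Material – Cryptococcus neoformans yeast cells · Quantity – 5 × 10^6 yeast cells/mL · Buffer or medium – YPD medium · Compound – single dose · Timing – 4 h static compound exposure, 37 °C, read 1 h post-reagent · Signal – adenylate kinase release luminescence · Read-out basis – lysis from increased AK signal · Benchmarks – Clomiphene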
S100A4 inh HTS: blocks human S100A4 binding to myosin IIA peptide | P26447 | S100A4/TAMRA-MyoIIA peptide fluorescence polarization | inhibition, % at 10.7 µM | 360,000 tested, 0.14% active | AID 652163;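 active means mean inhibition of at least 70% across replicates, with every replicate also reaching that level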
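Material: S100A4 monomer protein | Medium: HEPES pH 7.2 with CaCl2, KCl, NaCl, DTT, Triton | Reagent: Labelled myosin peptide probe, 5 nM | Doses: One dose per compound | Times: 5 min incubation before reading | Benchmarks: Neutral control DMSO, positive control TFP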
LGR2 antag: blocks bursicon-induced cAMP signaling via Drosophila LGR2 | HEK293 LGR2, CRE-luciferase, bursicon-stimulated, 4 h | inhibition, % at 9.99 µM | 380,000 tested, 0.35% active;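 active means drop in luminescence signal, shown as inhibition above about 50% in the replicate tests, limit read from the data, passing the limit was not always enough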;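 further: agonist challenge used bursicon conditioned medium at about half maximal strength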
ERAP1 HTS inh: ERAP1 (human) enzyme inhibition. Q9NZ08. recombinant ERAP1, Leu-AMC fluorescence, 60 min. inhibition, % at 10.7 µM. 340,000 tested, 0.15% active. AID 652197;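 active means mean replicate inhibition of at least 30%, or all replicates individually reaching that 30% level; inactive means mean below 30% and not every replicate reaching it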;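 further: 0% = neutral control wells and 100% = L-leucinethiol positive control wells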
Target sequence (Q9NZ08 whole entry, looked up): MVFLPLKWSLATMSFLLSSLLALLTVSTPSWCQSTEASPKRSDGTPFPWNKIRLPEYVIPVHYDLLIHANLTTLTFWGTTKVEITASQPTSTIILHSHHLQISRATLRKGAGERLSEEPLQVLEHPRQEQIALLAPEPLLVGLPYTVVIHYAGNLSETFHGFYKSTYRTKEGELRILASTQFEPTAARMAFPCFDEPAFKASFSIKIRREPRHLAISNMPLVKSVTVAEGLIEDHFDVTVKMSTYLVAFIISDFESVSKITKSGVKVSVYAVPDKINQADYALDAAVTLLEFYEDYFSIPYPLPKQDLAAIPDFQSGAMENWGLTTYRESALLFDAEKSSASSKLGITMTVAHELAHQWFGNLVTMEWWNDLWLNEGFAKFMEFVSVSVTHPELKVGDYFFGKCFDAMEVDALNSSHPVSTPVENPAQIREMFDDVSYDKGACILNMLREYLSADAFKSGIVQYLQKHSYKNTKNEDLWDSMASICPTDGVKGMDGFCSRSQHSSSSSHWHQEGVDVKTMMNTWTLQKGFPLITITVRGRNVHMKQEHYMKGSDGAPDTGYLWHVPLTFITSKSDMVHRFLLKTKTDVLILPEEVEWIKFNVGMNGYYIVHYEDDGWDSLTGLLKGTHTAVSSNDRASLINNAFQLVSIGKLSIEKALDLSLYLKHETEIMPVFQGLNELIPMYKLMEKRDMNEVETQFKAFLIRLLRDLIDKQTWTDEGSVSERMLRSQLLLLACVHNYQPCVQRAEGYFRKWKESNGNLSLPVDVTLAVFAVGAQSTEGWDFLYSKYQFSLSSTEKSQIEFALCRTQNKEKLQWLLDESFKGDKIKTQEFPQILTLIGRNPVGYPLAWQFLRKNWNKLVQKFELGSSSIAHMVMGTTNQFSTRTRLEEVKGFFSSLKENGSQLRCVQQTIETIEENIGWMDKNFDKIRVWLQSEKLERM
Active calls of the source: *; . = not tested or not shown; & = joins results of further samples. Only part of the results is shown. The share of hits here may be higher or lower than overall.

SMILES	SIRT5 inh	C2C12 statin	XiGFP reactiv	PGC1a acetyl inh	Cneo AK release	S100A4 inh HTS	LGR2 antag	ERAP1 HTS inh
O=C(NCc1ccccc1)C1CCCN(S(=O)(=O)c2ccc(-n3cnnn3)cc2)C1 (configuration not stated)	2	6	0.5	.	-3	-9	-12	-3
CN(C)CCCNC(=O)[C@@H]1[C@@H](CO)[C@@H]2Cn3c(cccc3=O)[C@H]1N2CC1CC1	-3	5	0.7	.	3	1	-11	1
CCCCN(CCCC)CCCN1CC(=O)N2[C@@H](Cc3c([nH]c4ccccc34)C2(C)C)C1=O	-3	-11	0.3	-11	0	-10	7	-2
O=C(Nc1ccccc1N1CCCCC1)C1=COCCO1	4	-2	0.0	-5	-2	-3	-1	-1
Cc1cc(NC(=O)CCC(=O)N(c2cccc(F)c2)C(C(=O)NC2CCCC2)c2ccccc2)no1 (configuration not stated)	-7	-4	0.0	-1	0	-3	4	-1
Cc1ccc(NCC(=O)N/N=C/c2ccc(C(=O)O)cc2)cc1	-3	4	-0.2	9	0	-3	-13	0
O=C(O)COc1ccccc1-c1nc(-c2ccccc2)c(-c2ccccc2)[nH]1	-22	-10	0.0	-2	3	-1	-9	1
CC12CNCC(C)(CN(C3(O)C(=O)Nc4ccc(Br)cc43)C1)C2=O (configuration not stated)	2	.	0.0	.	.	1	-7	2
O=C(N[C@H](C(=O)N1CCC[C@H]1C(=O)NCCc1ccccc1Cl)C1CCCCC1)C1CC1	-1	.	0.4	.	.	-11	-9	5
CN(Cc1cccs1)C(=O)COc1cccc2c1OC(C)(C)C2	-1	.	0.3	.	.	-4	2	-1
CN(CCCN1CCCCC1)C(=O)c1cc(COc2ccc(F)cc2F)on1	-8	.	0.4	0	2	-7	8	1
O=C(c1ccc(Cl)c([N+](=O)[O-])c1)N(c1ccccn1)c1ccccn1	.	.	0.1	2	3	-5	8	-5
CN(C)C(=O)c1cccc(-c2ccccc2[C@@H]2[C@@H](C#N)N(C(=O)C3CCCCC3)[C@@H]2CO)c1	2	.	1.1	-15	.	0	-8	-2
Cc1oc(-c2ccc(F)cc2)cc1-c1nn2c(-c3ccco3)nnc2s1	0	.	.	.	.	1	9	-1
COc1cccc(CCN2CCC(CNS(=O)(=O)c3cc(-c4cc(C)no4)ccc3C)CC2)c1	7	-5	0.0	.	0	-6	5	1
CN(C)CCNC(=O)COc1ccc(Cl)cc1Cl	.	5	-0.2	.	2	.	-8	.
O=C(C[C@@H]1C=C[C@H](NC(=O)c2cnccn2)[C@@H](CO)O1)NCc1ccccc1F	-2	-9	0.4	7	-2	-5	-20	-1
O=C(C[C@@H]1CC[C@H](NC(=O)C2CC2)[C@@H](CO)O1)NC1CCC1	-1	-3	-0.7	13	-2	-1	-16	1
COc1ccc(NC(=O)CSc2nnc3ccc(-c4ccccn4)nn23)cc1	-1	7	0.0	.	-1	3	13	1
CCN(CC(=O)Nc1ccc(NC(C)=O)cc1)C(=O)c1ccccc1SCC(=O)N1CCCC1	2	-1	0.0	10	-1	-1	2	0
CC=Cc1ccc2n(c1=O)C[C@H]1[C@H](CO)[C@@H](C(=O)NCCC)[C@@H]2N1C(=O)c1ccncc1 (mixture of isomers)	2	.	0.4	4	.	0	-2	0
C=CCN(C(=O)Cn1ncc2c1-c1cc(C)ccc1OC2)c1ccccc1	.	13	0.3	.	7	0	2	.
Cc1ccc(-n2ncc3c(NCCCN4CCOCC4)ncnc32)c(C)c1	-5	.	0.0	-6	0	0	6	2
COc1cccc(NC(=O)N(C)C[C@@H]2Oc3ncc(C#Cc4ccc(F)cc4)cc3C(=O)N([C@@H](C)CO)C[C@H]2C)c1	5	72*	0.7	0	16	35	21	0
Cc1ccc(C)c(Oc2ncnc(N)c2[N+](=O)[O-])c1	.	.	0.2	.	.	3	-6	-1
CCCOC(=O)c1ccc(NC(=O)c2cccc(S(=O)(=O)N3CCN(C(C)=O)CC3)c2)cc1	-3	-7	0.2	.	-5	-3	2	-2
COc1ccccc1-n1c(CNC(=O)c2ccc(S(=O)(=O)N3CCCCC3)cc2)n[nH]c1=S	-6	3	0.2	.	0	1	-2	-1
CCCNC(=O)N1[C@@H](C#N)[C@@H](c2ccc(-c3cccc(OC)c3)cc2)[C@@H]1CO	7	-7	0.3	-6	-2	5	-1	3
CC(=O)N1[C@@H]2Cn3c(cccc3=O)[C@H]1[C@@H](C(=O)N[C@@H](C)c1ccccc1)[C@@H]2CO	4	.	0.0	3	.	27	-7	-4
O=C(CSc1nnc(CNC(=O)c2cccs2)o1)Nc1cccc(Cl)c1	-5	1	0.1	8	1	1	5	1
Cc1cc(C)cc(CC(=O)N2CCC2(C)C(=O)NS(=O)(=O)Cc2ccccc2)c1 (configuration not stated)	-4	-5	0.0	13	-3	2	16	-5
CO[C@@H]1CN(C)C(=O)c2cc(NC(=O)c3ccccc3F)ccc2OC[C@H](C)N(C)C[C@@H]1C	-5	12	0.3	-1	0	9	12	2
C[C@@H]1CCCCO[C@H](CN(C)S(=O)(=O)c2ccc(Cl)cc2)[C@@H](C)CN([C@H](C)CO)C(=O)c2cc(NC(=O)Nc3cccc4ccccc34)ccc2O1	2	.	0.2	2	-3	-5	16	-2
Cc1c(CC(=O)NCCC(=O)O)c(=O)oc2cc3occ(-c4ccccc4)c3cc12	-3	1	0.2	.	7	-3	-16	1
COc1ccc(N(C(=O)/C=C/C(=O)Nc2cc(C)on2)C(C(=O)NC2CCCC2)c2ccccc2C)cc1 (configuration not stated)	3	.	0.5	.	.	6	16	-4
COc1cc(C(C)=O)ccc1OCC(=O)Nc1ccccc1N1CCCCC1	1	-8	0.1	.	0	0	23	0
COCCNC(=O)C(=O)NCCN1CCNCC1	-6	.	0.1	6	.	11	24	3
CC1CC(C)CN(C(=O)C2CCN(S(=O)(=O)c3cccs3)CC2)C1 (configuration not stated)	1	2	0.1	.	-2	2	1	-3
C[C@@H]1CN([C@H](C)CO)C(=O)CCCn2nncc2CO[C@@H]1CN(C)C(=O)Nc1ccccc1	-2&-6	-19	0.0&-0.4	2	-1	0&2	1&13	-1
CCOc1ccc(S(=O)(=O)Nc2cc(SCC(=O)O)c(O)c3ccccc23)cc1	1	34	-0.1	.	7	-5	19	-2
COc1cccc(CNC(=O)COC(=O)C23CC4CC(CC(Cl)(C4)C2)C3)c1	-1	5	0.2	.	-1	1	-1	2
CCCOc1ccc(C(C)=O)cc1CN1CCOCC1	-2	.	0.0	-21	0	-2	0	-3
Cc1cc(C)cc(NC(=O)CCc2ccc(C)o2)c1	6	5	0.0	-4	1	1	-12	-2
COCCCNC(=S)N/N=C/c1cccc(OC)c1O	-1	.	0.2	-10	-1	28	.	2
N#Cc1ccc(OCC(=O)NNC(=S)NC(=O)C2CC2)cc1	1	.	0.1	.	.	10	-6	6
O=C(c1ccc2c(c1)OCCO2)C1CCN(C(=O)Nc2ccc(F)cc2)CC1	-2	-12	0.0	-6	-1	-4	-10	-5
O=C(Oc1ccc(Cl)c2cccnc12)c1cccc([N+](=O)[O-])c1	-5	.	-0.1	.	.	-1	-1	-1
C/C=C/c1ccc2c(c1)O[C@@H](CN(C)Cc1ccccc1)[C@@H](C)CN([C@@H](C)CO)S2(=O)=O	2	-8	0.2	-10	2	1	-1	2
CCCC#Cc1cnc2c(c1)C(=O)N([C@@H](C)CO)C[C@@H](C)[C@H](CN(C)C(=O)Nc1ccccc1F)O2	-7	30	-1.1	1	2	5	-6	-1
CCc1c(C(=O)OCc2ccccc2)[nH]c(C)c1C	-5	2	0.0	-3	.	-2	-72	-2

The list goes on.
SMILES	SIRT5 inh	C2C12 statin	XiGFP reactiv	PGC1a acetyl inh	Cneo AK release	S100A4 inh HTS	LGR2 antag	ERAP1 HTS inh
CC(C)Nc1nc(SCC(=O)Nc2ccccc2)nc(N2CCOCC2)n1	.	-1	.	9	2	.	-7	.
COc1cccc(-c2ccc([C@@H]3[C@H](CO)N4CCCCN(CC5CC5)C[C@@H]34)cc2)c1	-2	26	0.2	-18	-1	25	33	1
CCOC(=O)/C=C/C(=O)OCC(=O)NCc1ccccc1	.	4	0.0	-14	3	2	10	-1
COc1ccc(S(=O)(=O)N(C)C[C@H]2OCCCC[C@H](C)Oc3ccc(NC(=O)NC(C)C)cc3C(=O)N([C@@H](C)CO)C[C@@H]2C)cc1	1	.	-0.1	-1	-1	6	8	0
COc1ccc(CCN(C)C(=O)CCc2nnc(-c3ccccc3)o2)cc1OC	-4	.	-0.1	.	.	-4	-50	-4
O=C(COc1ccc(F)cc1Br)Nc1ccccc1N1CCOCC1	-3	2	-0.1	5	2	-8	3	3
C[C@H]1CN([C@@H](C)CO)C(=O)c2cc(NC(=O)Cc3cn(C)c4ccccc34)ccc2O[C@H]1CN(C)Cc1ccc(C(=O)O)cc1	-1	-5	-0.9	2	1	-1	11	-2
CCc1ccc(C(=O)COC(=O)C2CCN(c3ccc(C(F)(F)F)cn3)CC2)cc1	-6	0	0.0	.	3	-8	9	-2
CN(Cc1ccccc1N1CCCC1)C(=O)c1cc2ccccc2o1	.	33	-0.1	-29	0	-20	-61	-4
O=C(COc1cccc2c1CCN(Cc1ccccc1)C2=O)N1CCCCC1	1	.	0.0	.	.	2	7	4

Assay outcomes: PubChem BioAssay, Broad Institute
